hERG protect – compounds protecting human hERG from proarrhythmic drug block | CHO-hERG, FluxOR thallium flux, dofetilide IC70 present | activation (rescue from dofetilide block), less the hit threshold, % at 10 µM | hit rate 0.51% among 310,000;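 active = activation above the mean of controls blocked by dofetilide plus 5 SD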;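 note: thallium influx through hERG after potassium depolarization seen as dye fluorescence rise; in these data hits start at about 4.7%; inactives centre near -7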
KCNQ1 act – human KCNQ1 channel potentiation or activation. P51787. CHO-K1 KCNQ1, thallium flux FluxOR fluorescence; stronger effect = higher value. B-score at 10 µM. hit rate 0.35% among 310,000;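 active = fluorescence ratio B-score, a plate-corrected score, at least three library SD, with initial intensity B-score within 5 SD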
Target sequence (P51787 whole entry, looked up): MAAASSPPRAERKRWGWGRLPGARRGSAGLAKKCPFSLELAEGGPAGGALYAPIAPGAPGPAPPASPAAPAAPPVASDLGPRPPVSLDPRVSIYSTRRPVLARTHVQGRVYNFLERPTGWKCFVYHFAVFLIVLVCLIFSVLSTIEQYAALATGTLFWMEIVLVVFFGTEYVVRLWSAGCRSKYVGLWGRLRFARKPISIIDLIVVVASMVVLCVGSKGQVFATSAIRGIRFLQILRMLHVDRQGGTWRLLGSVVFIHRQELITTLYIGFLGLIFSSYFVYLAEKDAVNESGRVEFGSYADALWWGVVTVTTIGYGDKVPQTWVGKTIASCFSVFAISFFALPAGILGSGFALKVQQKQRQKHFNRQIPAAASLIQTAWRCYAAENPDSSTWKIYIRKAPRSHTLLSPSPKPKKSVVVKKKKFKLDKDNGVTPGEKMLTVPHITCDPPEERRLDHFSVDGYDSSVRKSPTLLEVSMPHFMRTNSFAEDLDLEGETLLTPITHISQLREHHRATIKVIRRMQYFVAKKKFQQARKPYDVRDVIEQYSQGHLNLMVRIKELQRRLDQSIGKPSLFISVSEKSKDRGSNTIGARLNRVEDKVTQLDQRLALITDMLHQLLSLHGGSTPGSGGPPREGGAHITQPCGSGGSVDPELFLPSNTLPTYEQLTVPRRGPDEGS
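Assay system: stable KCNQ1 CHO-K1 line; medium: assay buffer, equal DMSO in all wells; timing: 90 min dye loading and 20 min compound exposure, both at room temperature; technique: kinetic FluxOR thallium fluorescence, 10-s 1-Hz baseline, 110-s post-stimulus read; read-out basis: B score of baseline-normalized fluorescence ratio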
ANO1 block – blocks the mouse calcium-activated chloride channel TMEM16A | Q8BHY3 | HEK293 TMEM16A/YFP iodide influx fluorescence, ionomycin | normalized B-score (activity score, 25-100; higher = stronger inhibition) at 10 µM | hit rate 1.2% among 310,000 | AID 588511;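 active = ratio plate-corrected score three or more library SD toward inhibition, starting fluorescence score within five deviations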;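 note: score derived from kinetic fluorescence span divided by baseline fluorescence per well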
KCNK3 block – human KCNK3 channel inhibition, primary screen; O14649; CHO-KCNK3 thallium flux, FluxOR fluorescence; stronger effect = lower value; B-score at 10 µM; hit rate 0.84% among 340,000;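 active = B-score under library mean minus 4 SD, starting fluorescence ratio at most library mean plus 5 SD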;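 note: more negative B-score means stronger inhibition of thallium flux through KCNK3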
KCNK9 inh – blocks the human KCNK9 two-pore domain potassium channel. Q9NPC2. hit rate 1.2% among 310,000. HEK293 KCNK9, FluxOR thallium flux fluorescence; stronger effect = lower value. B-score at 10 µM;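 active = ratio B-score over 3 SD below the library mean, with starting fluorescence within 5 SD of its mean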;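 note: negative B-score means less thallium flux so channel inhibition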
HDAC3 inhib – human HDAC3 inhibition. O15379. recombinant HDAC3, fluorogenic peptide/trypsin coupled, fluorescence. inhibition, % at 8.3 µM. hit rate 0.15% among 320,000. AID 2718; in the data active = inhibition above about 26%, passing the limit was not always enough; inconclusive = no clear call, values can overlap the other calls
SKKanGAS inh – inhibitors of SKKanGAS S. pyogenes growth in kanamycin (SK-promoter or general growth effect) | BacTiter-Glo, 6 h | inhibition, % at 7.5 µM | hit rate 1.3% among 300,000 | AID 1662;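 active = mean replicate score, as percent of positive control median, at least 50; inconclusive = mean below 50 but one replicate at or above 50; inactive = mean and every replicate below 50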;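 note: strain carries kanamycin resistance gene driven by streptokinase promoter and grows in 40 µg/ml kanamycin; loss of luminescence reflects streptokinase promoter inhibition or plain growth inhibition; 0% = median of DMSO wells and 100% = positive control at its reference dose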
KCNQ1 inh – blocks the human KCNQ1 potassium channel; B-score at 10 µM; CHO-K1 KCNQ1, FluxOR thallium flux fluorescence; stronger effect = higher value; P51787; hit rate 1.3% among 310,000;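 active = compounds whose thallium flux B-score, printed positive for inhibition, exceeds three library SD while starting fluorescence stays within three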;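 note: channel opened by potassium depolarization with thallium stimulus after 20 min compound exposure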
TMEM16A act – activators or potentiators of mouse TMEM16A chloride channel. Q8BHY3. HEK293 TMEM16A/YFP-H148Q/I152L, iodide quench fluorescence; stronger effect = lower value. B-score at 10 µM. hit rate 0.3% among 340,000. AID 623877;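 active = fluorescence-ratio B-score plate-corrected deviation score at least 3 library SD below zero, with starting fluorescence score within 5 deviations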;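 note: channel opened by trigger with iodide after compound preincubation; score built on the fluorescence ratio of max minus min over baseline; more negative score means more quench and so TMEM16A activation or potentiation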
RGS4 inh – human RGS4 inhibition; B-score at 10 µM; hit rate 0.45% among 310,000; HEK293 M3R/RGS4 inducible, Fluo-4 calcium flux; stronger effect = higher value; triggered by carbachol at its EC20; P49798;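 active = B-score, a plate-corrected calcium signal, over three deviations above library mean, with baseline fluorescence within five deviations of library mean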;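 note: RGS4 expression induced by doxycycline in cells with stable M3 receptor; B-score is computed from the integrated fluorescence ratio over baseline after carbachol; higher B-score means a larger calcium signal and so more RGS4 inhibition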
Target sequence (P49798 whole entry, looked up): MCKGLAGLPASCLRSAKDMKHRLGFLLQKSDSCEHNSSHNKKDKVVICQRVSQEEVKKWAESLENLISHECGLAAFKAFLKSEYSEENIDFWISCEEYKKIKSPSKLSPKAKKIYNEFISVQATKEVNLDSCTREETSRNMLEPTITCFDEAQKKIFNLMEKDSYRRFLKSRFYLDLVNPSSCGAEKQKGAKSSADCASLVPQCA
RGS4 pot – RGS4 potentiation or activation. B-score at 10 µM. HEK293 M3R/inducible RGS4, carbachol calcium flux Fluo4; stronger effect = lower value. hit rate 0.92% among 310,000. AID 463111;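 active = B-score of the integrated calcium signal more than 4 SD below the library mean, with starting fluorescence not abnormally high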;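 note: negative B-score means reduced calcium response which marks RGS4 activation or potentiation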
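Reagent: ECmax carbachol challenge; Test system: M3R-expressing HEK293 line, RGS4 induced by doxycycline; Schedule: overnight RGS4 induction, 30 min dye load 37 °C, 20 min compound RT; Detection: calcium dye Fluo4 fluorescence; Read-out: Agonist-evoked peak-minus-minimum fluorescence over baseline, integrated ratio, B score.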
Starred values were filed as active, the others as inactive; i = inactive; u = inconclusive; x = no result given.

Order of values – hERG protect, KCNQ1 act, ANO1 block, KCNK3 block, KCNK9 inh, HDAC3 inhib, SKKanGAS inh, KCNQ1 inh, TMEM16A act, RGS4 inh, RGS4 pot
CN(NC(=O)c1ccccc1F)c1nc(C(F)(F)F)nc2ccccc12
 : -9, i, i, i, i, -3, 2, i, i, i, i
COc1ccccc1OC(=O)Nc1ccc(Cl)cc1
 : -10, i, i, i, i, 0, 8, 6*, i, i, i
Cc1ccc(C(=O)O)cc1NC(=O)c1ccc2c(c1)C(=O)N(c1ccc([N+](=O)[O-])cc1)C2=O
 : 0, i, i, i, i, 0, 0, i, i, i, i
O=C(CN1C2=NCCCN2c2ccccc21)c1ccc(Cl)cc1Cl
 : -16, i, i, i, i, 0, -19, i, i, i, i
NC(=O)COC(=O)c1cc(S(=O)(=O)N2CCOCC2)ccc1N1CCCCC1
 : 3, i, i, i, i, -1, 6, i, i, i, i
Cc1ccc(-c2noc(CSc3nnc(Cc4ccccc4)n3-c3cccc(C)c3)n2)cc1
 : -14, i, i, i, -9.9*, u, 11, i, i, i, i
CCOC(=O)/C(C(N)=NCc1ccco1)=C(/O)c1ccccc1
 : -12, i, i, i, i, 2, 5, i, i, i, i
C/C=C/c1ccc(OCC(=O)NCc2ccccc2OC)c(OC)c1
 : -12, i, i, i, i, 2, -8, i, i, i, i
CCN1CCN(Cc2c(C)[nH]c3ccc(OC)cc3c2=O)CC1
 : -3, i, i, i, i, -13, 5, i, i, i, i
O=C(O)/C=C/c1ccc(O)c(O)c1
 : -6, i, i, i, i, 8, -4, i, i, i, i
COc1ccc(CC(=O)Nc2ccccc2N2CCCCC2)cc1OC
 : -13, i, i, i, i, 5, 5, i, i, i, i
Cc1cc(C(=O)NC2CCCN(Cc3ccc(Cl)cc3)C2)c(C)o1 (configuration not stated)
 : -11, i, i, i, i, 2, 2, i, i, i, i
O=C(O)c1ccc2ncc(NC(=O)c3ccc(F)cc3)c(=O)n2c1
 : -6, i, i, i, i, -2, -6, i, i, i, i
CCN(c1ccccc1)S(=O)(=O)c1cccc(C(=O)O)c1
 : -2, i, i, i, i, -8, -7, i, i, i, i
COc1ccccc1N1CCN(CCCCOc2ccc(F)cc2)CC1
 : -12, i, i, i, i, 0, 2, i, i, i, i
O=C(CN(Cc1ccco1)C(=O)CNS(=O)(=O)c1ccc(F)cc1)NCc1ccco1
 : -2, i, i, i, i, 3, 17, i, i, i, i
COc1ccc(S(=O)(=O)NC2CCCC2)cc1Br
 : -9, i, i, i, i, 0, 10, i, i, i, i
COc1cccc(NC(=O)c2nn(-c3ccc(OC)cc3OC)c(=O)c3ccccc23)c1
 : -3, i, i, i, i, 6, 1, i, i, i, i
O=C(NCCC1=CCCCC1)C(=O)NCc1ccncc1
 : -14, i, i, i, i, 14, -5, i, i, i, i
Cc1ccc(SCC(=O)OC(C)C(=O)Nc2ccc(S(N)(=O)=O)cc2)cc1C (configuration not stated)
 : -14, i, i, i, i, 1, 0, i, i, i, i
CC(=O)Cn1c(CN2CC(C)CC(C)C2)nc2c1c(=O)n(C)c(=O)n2C (configuration not stated)
 : -18, i, i, i, i, 0, -4, i, i, i, i
Cc1ccc(N(CC(=O)NCc2ccco2)C(=O)CCC(=O)Nc2nccs2)cc1
 : -10, i, i, i, i, 1, 5, i, i, i, i
CCCCNCCOCCOc1ccc(F)cc1
 : -4, i, i, i, i, -4, -2, i, i, i, i
Cc1cc(C(F)F)n2nc(C(=O)NCc3ccccc3F)nc2n1
 : -9, i, i, i, i, -3, -17, i, i, i, i
O=C(COC(=O)CN1C(=O)C2CCCCC2C1=O)NC1CCS(=O)(=O)C1 (configuration not stated)
 : -1, i, i, i, i, -1, -1, i, i, i, i
CCOC(=O)c1ccc(NC(=S)NN2CCOCC2)cc1
 : -5, i, i, i, i, -2, -2, i, i, i, i
COc1ccccc1C(=O)COC(=O)CNS(=O)(=O)c1ccc(NC(C)=O)cc1
 : -5, i, i, i, i, 0, 5, i, i, i, i
NS(=O)(=O)c1ccc(CCNC(=O)Cc2ccc(S(=O)(=O)N3CCOCC3)s2)cc1
 : -12, i, i, i, i, 0, -2, i, i, i, i
CC(C)(C)NC(=O)NC(=O)CN1CCN(c2ccccc2)CC1
 : -8, i, i, i, i, 8, -4, i, i, i, i
COc1nc(-c2ccccc2)cc(-c2ccc(OC)c(OC)c2)n1
 : -17, i, i, i, i, -6, -14, 7*, i, i, i
Fc1ccc(C(CNC(=S)NC2CCCCC2)N2CCOCC2)cc1 (configuration not stated)
 : -4, i, i, i, i, 0, 5, i, i, i, i
O=C(O)/C=C/C(=O)Nc1ccc2c(c1)C(=O)c1ccccc1C2=O
 : -11, i, i, i, i, 3, 0, i, i, i, i
Cn1/c(=N/N=C/c2ccc(Cl)c([N+](=O)[O-])c2)sc2ccccc21
 : -4, i, i, i, i, 2, 1, i, i, i, i
CCCCn1c(SCC(=O)c2ccccc2)nc2ccsc2c1=O
 : -7, i, i, i, -16*, -4, 0, i, i, i, i
Cc1cc(N2CC(C(=O)O)CC2=O)ccc1Br (configuration not stated)
 : -9, i, i, i, i, 0, -4, i, i, i, i
Brc1ccc(-c2noc(COc3ccc4ccccc4c3)n2)o1
 : -12, i, i, -9.1*, i, -1, 6, i, i, i, i
Cc1ccc(CSc2nnc(-c3ccc4c(c3)OCO4)o2)cc1
 : -9, i, i, i, i, 1, -2, i, i, i, i
Cc1ccc(NC(=O)CCCCCC2NC(=O)NC2C)cc1 (configuration not stated)
 : -9, i, i, i, i, -1, -1, i, i, i, i
O=C(CCNS(=O)(=O)c1ccccc1C(F)(F)F)NCCCSc1ccccc1
 : -19, i, i, i, i, 8, -1, i, i, i, i
COc1ccc(OC)c(NC(=O)CCCNC(=O)c2ccc(Cl)cc2)c1
 : -5, i, i, i, i, -32, -2, i, i, i, i
Cn1c(=O)cc(Nc2ccc(Cl)cc2)[nH]c1=O
 : -3, i, i, i, i, 0, 10, i, x, i, i
COc1cc(C(=O)O)ccc1OC(C)=O
 : -4, i, i, i, i, -7, -2, i, i, i, i
CCN(CC(=O)Nc1ccc(NC(C)=O)cc1)C(=O)C1CC(=O)N(Cc2ccc(C)cc2)C1 (configuration not stated)
 : -9, i, i, i, i, -1, 0, i, i, i, i
CC(C(=O)Nc1cc([N+](=O)[O-])ccc1Cl)N1CCN(c2ccc(O)cc2)CC1 (configuration not stated)
 : -10, i, i, i, i, 1, 9, i, i, i, i
COc1ccc(CC(=O)Nc2ccc(S(=O)(=O)Nc3cc(C)on3)cc2)cc1
 : -10, i, i, i, i, x, 12, i, i, i, i
Cc1cccc(-c2noc(-c3ccccc3C(=O)NCc3ccco3)n2)c1
 : -10, i, i, i, i, 5, 1, i, i, i, i
Cc1nnc(SCC(=O)NC2CCCCC2)n1C1CCCCC1
 : -1, i, i, i, i, 3, 2, i, i, i, i
CC1(C)C(c2ccc(Cl)cc2)=[N+]([O-])C2(CCCC/C2=N\O)N1O (configuration not stated)
 : -15, i, i, i, i, 0, 13, i, i, i, i
CC(C)=CCCC(C)CN1CCC(n2nccc2NC(=O)c2cccnc2)CC1 (configuration not stated)
 : -10, i, i, i, i, 2, 17, i, i, i, i
Oc1ccc(C[C@H]2CNCCN2CCCCC2CCCCC2)cc1
 : -14, i, i, i, i, 0, 12, i, i, i, i

Later entries
Order of values – hERG protect, KCNQ1 act, ANO1 block, KCNK3 block, KCNK9 inh, HDAC3 inhib, SKKanGAS inh, KCNQ1 inh, TMEM16A act, RGS4 inh, RGS4 pot
CCc1ccc2nc(N3C(=O)c4oc5ccccc5c(=O)c4C3c3ccc(OC)c(OC)c3)sc2c1 (configuration not stated)
 : -9, i, i, x, i, -6, 1, i, x, i, i
COc1ccc(C(=O)NCc2ccc3c(c2)OCO3)cc1S(=O)(=O)N(C)Cc1ccccc1
 : -8, i, i, i, i, 6, 3, i, i, i, i
COCCCn1c(SCC(=O)Nc2ccccc2)nnc1-c1ccncc1
 : 3, i, i, i, i, -12, -4, i, i, i, i
COc1ccc(CNC(=O)CN(C(=O)CCC(=O)Nc2nccs2)c2ccc3c(c2)OCO3)cc1
 : -8, i, i, i, i, -2, -2, i, i, i, i
Cc1ccc(C(=O)NC(=S)Nc2cc(-c3nc4ccccc4s3)ccc2C)cc1
 : 2, i, i, i, i, -2, -1, i, i, i, i
Cc1cccc(Nc2c3c(nc4ncnn24)CCC3)c1
 : -4, i, i, i, i, -4, 14, i, i, i, i
Cc1cc(/C=C2\SC(=O)N(C)C2=O)c(C)n1-c1cccc(C(=O)O)c1
 : -3, i, i, i, i, 9, 6, i, i, i, i
Cn1cccc1Cc1nnc(SCC(=O)Nc2ccccc2)n1-c1ccc(F)cc1
 : -11, i, i, i, i, 6, -9, i, i, i, i
Cc1ccccc1CNC(=O)c1ccccc1C(=O)O
 : -1, i, i, i, i, 5, 6, i, i, i, i
CCC(O)(CC)C(=O)NN(C(=O)Nc1csc2c1CCCC2)c1ccccc1
 : -4, i, i, i, i, -1, -2, i, i, i, i
O/N=C/c1cc2ccccc2n1Cc1ccccc1F
 : -6, i, i, i, i, 1, -2, i, i, i, i
CC(C)c1ccc(/C=C/C(=O)Nc2nn[nH]n2)cc1
 : -8, i, i, x, i, 9, 8, i, x, i, i
N/C(=N\OC(=O)CC1CCCCC1)c1ccncc1
 : -7, i, i, i, i, 0, -9, i, i, i, i
COc1ccccc1-c1cnn2c(NC3CCCC3)cc(C)nc12
 : -4, i, i, i, i, 7, 8, i, i, i, i
COC(=O)C1C(=O)C2=C(CC1C)NC(C)=C(C(=O)OC1CCCC1)C2c1ccc(N(C)C)cc1 (configuration not stated)
 : -18, i, i, i, i, 8, x, i, i, i, i
